# Bioassay records: PubChem BioAssay, National Center for Advancing Translational Sciences (NCATS)
# A549 tox: kills or reduces viability of A549 cells in Nrf2 counter-screen | A549 ARE-Fluc cells, CellTiter-Fluor viability, 18-24 h | AID 504648 | hit rate 0.16% among 390,000 | Potency, µM (highest dose often 46 µM), for inactives: at the highest dose activity change, negative = cytotoxicity, most hits filed as inhibitors; note: potency is the fitted concentration of half-maximal effect; % is set by controls: 0 for no effect and ±100 for the full control effect
#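 A549 ARE_Fluc cells in 5% FBS OPTI-MEM were exposed to compounds in concentration-response for 18-24 h at 37 deg C. Viability was read by CellTiter-Fluor fluorescence (Ex 405/Em 525) after 30 min, before the luciferase read.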
# Nrf2 block: blocks Nrf2 signaling | A549 ARE-Fluc reporter, luciferase luminescence, 18-24 h | hit rate 2.1% among 360,000 | Potency, µM (doses to about 46 µM), for the others: top-dose activity change, negative = inhibition, usual class: inhibitors; note: potency is the fitted concentration of half-maximal effect; % is set by controls: 0 for no effect and ±100 for the full control effect; nearly all actives have a fitted effect of over 60% in size
#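 In this cell-based qHTS, ARE-driven firefly luciferase in A549 cells reports Nrf2 activity; the luminescent signal after BugLite lysis is the measured value, with a prior CellTiter-Fluor read for cell health.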
# TGFb SMAD3 inh: TGF-b pathway inhibition | HepG2 CAGA-GFP TGF-b/SMAD3 reporter, GFP fluorescence, 18 h; TGF-beta stimulated, 500 pg/mL final | Potency, µM (top dose mostly 46.1 µM), inactives show top-dose activity, negative = inhibition, actives largely listed as inhibitors | AID 588855 | hit rate 1.2% among 410,000; note: potency is the fitted concentration of half-maximal effect; % is set by controls: 0 for no effect and ±100 for the full control effect; nearly all actives have a fitted effect of over 65% in size
#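 HEPG2 CAGA-GFP, 1000 cells/well; 2 h settle, 37 C; cpd via pin tool; TGF-b 500 pg/mL final; 18 h, 37 C; GFP imaging ex488/em500-530; %Activity normalised to -TGF-b and +DMSO controls; CRC fit, curve class.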
# HepG2 viability: kills HepG2 cells in TGF-b inhibitor counter-screen. Potency, µM (doses to about 46.1 µM), inactives show top-dose activity change, negative = cytotoxicity, usual class: cytotoxic. hit rate 0.76% among 410,000. HepG2 CAGA-GFP viability, ATP luminescence, 18 h; note: potency is the fitted concentration of half-maximal effect; some results filed as inactive show a strong effect at the top dose
#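 HepG2 CAGA-GFP cells (1000/well, DMEM with 1% FBS) received compound, then TGF-beta at 500 pg/mL final, and were incubated 18 hours at 37 degrees C. Viability was read by CellTiter-Glo luminescence. Media-only wells were set as complete cell-killing and DMSO as no toxicity.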
# EPAC2 ag: activates human EPAC2 exchange factor. AID 720711. hit rate 0.079% among 360,000. Potency, µM (top dose mostly 154 µM), for inactives: at the highest dose activation, hits mostly activators. EPAC2 activation, biochemical qHTS; response scale: 100% = 6.5 mM cAMP response; note: potency is the fitted concentration of half-maximal effect; nearly all actives have a fitted effect of over 50% in size
# Target sequence (Q8WZA2 whole entry, looked up): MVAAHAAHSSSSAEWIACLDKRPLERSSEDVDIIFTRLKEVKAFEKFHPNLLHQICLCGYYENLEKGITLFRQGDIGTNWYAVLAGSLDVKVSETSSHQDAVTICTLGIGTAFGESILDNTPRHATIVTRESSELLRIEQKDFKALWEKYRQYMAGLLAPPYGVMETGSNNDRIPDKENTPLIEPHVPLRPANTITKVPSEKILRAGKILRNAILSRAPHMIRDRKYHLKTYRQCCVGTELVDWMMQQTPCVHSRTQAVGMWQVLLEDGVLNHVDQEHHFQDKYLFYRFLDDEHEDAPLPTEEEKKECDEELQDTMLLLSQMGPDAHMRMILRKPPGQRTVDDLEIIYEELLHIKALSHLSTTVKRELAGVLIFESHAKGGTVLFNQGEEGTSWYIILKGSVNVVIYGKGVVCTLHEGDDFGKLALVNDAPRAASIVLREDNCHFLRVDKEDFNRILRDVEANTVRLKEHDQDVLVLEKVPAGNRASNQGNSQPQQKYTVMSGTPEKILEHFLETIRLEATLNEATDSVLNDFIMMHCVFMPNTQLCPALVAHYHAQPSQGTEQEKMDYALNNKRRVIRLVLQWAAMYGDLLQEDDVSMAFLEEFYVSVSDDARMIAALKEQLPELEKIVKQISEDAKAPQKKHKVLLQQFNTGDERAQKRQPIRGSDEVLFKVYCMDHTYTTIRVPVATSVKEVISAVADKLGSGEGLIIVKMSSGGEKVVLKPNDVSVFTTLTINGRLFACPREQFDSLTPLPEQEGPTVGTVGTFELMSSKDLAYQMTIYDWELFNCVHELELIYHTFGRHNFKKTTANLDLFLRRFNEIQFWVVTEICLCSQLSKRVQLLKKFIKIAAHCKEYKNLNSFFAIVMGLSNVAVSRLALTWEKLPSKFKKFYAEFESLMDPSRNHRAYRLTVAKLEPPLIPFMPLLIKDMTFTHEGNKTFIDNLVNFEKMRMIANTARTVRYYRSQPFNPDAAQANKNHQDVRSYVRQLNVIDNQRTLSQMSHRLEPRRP
#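 qHTS, titration series. 100 nM EPAC2 / 250 nM Rap1B-BODIPY-GDP / 50 uM GDP; RT; ex 480/em 540 nm, 5-min reads to 30 min. Norm. to 6.5 mM cAMP = activation.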
# IL2 activator: activates IL-2 in a cell-based reporter assay; IL-2 activation reporter assay, cell-based qHTS; stimulated with anti-CD3/CD4/CD28 beads; in transgenic mouse T cells; activation, % (series mostly up to about 46 µM); hit rate 0.065% among 360,000; AID 652025; in the data active = activation above about 50%; inconclusive = mostly about 30% to 49%; note: 0% is about no effect
#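 Using fluorescent plate cytometry, EGFP and DsRed are detected in transgenic mouse T cells stimulated 18 h at 37 degrees C with antibody-coated beads after 60 min compound pretreatment.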
# Nrf2 ARE act: Nrf2 pathway activation; AREc32 ARE-luciferase reporter (MCF7-derived line), luminescence, 24 h; Potency, µM (series often up to 46.1 µM), without a hit: at the highest dose activation, hits mostly activators; hit rate 0.31% among 410,000; note: potency is the fitted concentration of half-maximal effect; % of control where 0% means no effect; nearly all actives have a fitted effect of over 65% in size
#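 Quantitative high-throughput format: AREc32 reporter cells, 1000 per well, received compound by pin transfer and were incubated 24 hr at 37 deg C, 5% CO2, before Steady-Glo luminescence detection.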
# ATXN2 expr inh: reduces ATXN2 reporter expression in HEK-293 cells. HEK-293 ATXN2-luciferase reporter, luminescence, 24 h. Potency, µM (titrated, usually from 57 µM), without a hit: at the top dose activity change, negative = inhibition, hits mostly inhibitors. hit rate 0.72% among 360,000; note: potency is the fitted concentration of half-maximal effect; % is set by controls: 0 for no effect and ±100 for the full control effect; nearly all actives have a fitted effect of over 55% in size
#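 qHTS (up to 57 uM final) was run with 24 h compound exposure of reporter cells at 37 °C. Each well was multiplexed: SteadyGlo luminescence measured ATXN2-luciferase expression after a fluorogenic Gly-Phe-AFC viability readout (25 uM final).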
# S2 tox: viability counter-screen for ATXN expression inhibitors; Potency, µM (series often up to 56.7 µM), hits mostly cytotoxic; hit rate 0.49% among 400,000; S2 cells (HEK-293 line with an ATXN2-luciferase reporter) viability, CellTiter-Fluor protease fluorescence, 24 h; AID 651635; note: potency is the fitted concentration of half-maximal effect; nearly all actives have a fitted effect of over 40% in size
# The depositor's hits bear a star; i = inactive; ? = inconclusive; / = not tested or not shown; [ ] = another dose, or the depositor's remark. Unless noted, calls come from the whole dose curve; as a rule, active = well fitted curve in the direction sought with a large enough effect; inconclusive = small, poorly fitted or top-dose-only effect, or another doubt; inactive = no such curve, though single readings can be large; an effect the other way counts as inactive or inconclusive.
Compound,A549 tox,Nrf2 block,TGFb SMAD3 inh,HepG2 viability,EPAC2 ag,IL2 activator,Nrf2 ARE act,ATXN2 expr inh,S2 tox
Cc1ccccc1S(=O)(=O)NC(=O)C1(C)CCN1C(=O)CCc1ccccc1 (stereo not given),/,/,22.8%,-1.5%,5.5%,0.6,-0.1%[9.22 µM],3.0%,i
O=C1CC2CS(=O)(=O)CC2N1c1ccc(Oc2ccccc2)cc1 (stereo not given),1.0%,-6.1%,-5.7%,1.5%,-5.3%,3.5,-1.1%,-3.1%,i
COc1ccc(Oc2cccc(Cl)c2CNC(=O)CCC(=O)O)cc1,5.4%,-18.4%,0.5%,2.5%,6.8%,0.8,-1.4%,-4.7%,i
O=S(=O)(NCC1CCCO1)c1ccccc1F (stereo not given),-1.7%,5.9%,-1.0%,-1.3%,2.9%,-0.8,0.0%,0.5%,i
Cc1ccc(NC(=O)CCC(=O)N2Cc3ccccc3Oc3ncccc32)cc1F,0.3%,-6.0%,-0.8%,-7.8%,/,/,7.6%,14.0%,i
CCOC(=O)C1=C(N)Oc2c(oc(CO)cc2=O)C1c1ccccc1 (stereo not given),7.4%,3.3%,8.0%,-13.2%,1.6%,1.3,-0.6%,-12.9%,i
CN(C)C=NC(=O)c1cc(C(=O)c2ccccc2Cl)c[nH]1,0.3%,-5.6%,-4.4%,-2.6%,18.0%,-1.2,-0.7%,-15.5%,i
CCOC(=O)C1=C(C)N=C2SC(C)C(=O)N2C1c1ccc(OCC)c(OCC)c1 (stereo not given),-9.2%,-9.7%,-6.5%,-0.4%,-3.8%,0.0,2.3%,-3.9%,i
CN(C)/C=C(\C#N)C(=O)Nc1ccc(F)cc1,-6.1%,/,-5.3%,-28.1%,6.6%,-1.6,0.1%,37.5%[activator],i
CCOc1ccccc1NC(=O)C1C2CCC(O2)C1C(=O)O (stereo not given),-5.5%,-15.4%,-5.7%,-8.6%,0.6%,-4.6,-0.7%[9.22 µM],-8.0%,?
Cc1ccc(CN2CCN(Cc3ccc(C)s3)CC2CCO)cc1 (stereo not given),-8.4%,-0.7%,6.8%,0.7%,-2.4%,4.6,0.1%,-13.5%,i
O=C1CC(c2ccc(Cl)cc2)Oc2ccc(Cl)cc21 (stereo not given),-6.5%,?,4.2%,-22.4%,3.6%,0.5,25.9%,-4.0%,i
O=C(CCCn1c(=O)c2cccn2c2ccccc21)NCc1ccccc1Br,9.0%,11.8%,0.0%,-5.1%,/,/,5.4%,/,/
O=C(/C=C/c1ccccc1[N+](=O)[O-])NCCCN1CCCC1=O,4.9%,3.2%,0.0%,1.4%,4.3%,-1.2,4.4%,18.7%,i
O=C(CCCc1ccccc1)NC1CC1,16.2%,18.5%,-7.7%,-16.5%,0.2%,0.5,3.6%,3.9%,i
C=CC[C@@H](CC(=O)N[C@H](CO)Cc1ccccc1)C(=O)N[C@H](COC(=O)[C@@H](CC=C)Cc1ccc(F)cc1)Cc1c[nH]c2ccccc12,?,?,?,-75.1%,-6.2%,-0.9,2.1%,?,/
Cc1cccc(Nc2nnc(SCC(=O)c3ccc(Br)s3)s2)c1C,0.7%,?,?,0.4%,-0.7%,-0.9,9.5%,16.2%,i
O=C(Nc1ccccc1N1CCOCC1)c1cccc2ccccc12,/,/,-9.6%,2.8%,10.4%,-0.3,0.0%,/,i
CCOc1ccc(C(=O)C2CCN(C(=O)c3ccccc3C(=O)O)CC2)cc1,-0.2%,/,5.8%,-14.6%,-3.5%,-2.4,-0.2%,-6.7%,i
Cc1cc(C)n(C(=O)COc2ccc(Cl)cc2Cl)n1,-7.1%,?,-4.1%,1.0%,5.7%,1.1,-0.6%,5.9%,i
Cc1cc(N2C(=O)C(O)=C(C(=O)c3ccc(C)o3)C2c2cccc(Oc3ccccc3)c2)no1 (stereo not given),?,?,2.5%,0.1%,-13.2%,1.0,-0.2%,-14.8%,i
CCCCn1c(N)c(N(CC(C)C)C(=O)Cn2c(=O)cnc3ccccc32)c(=O)[nH]c1=O,-1.5%,-3.3%,?,-3.2%,5.5%,-0.1,0.2%,9.2%,i
Cc1ccc(NC(=S)NCCCN2CCOCC2)cc1C,?,6.8%,-15.4%,-4.1%,6.7%,-0.4,-0.1%,/,i
COC(=O)c1ccc(NC(=S)NCCc2cccc(C)c2)cc1,3.4%,?,3.6%,-19.1%,1.1%,-3.9,-0.5%,-12.0%,i
CCN1CCN(S(=O)(=O)c2ccc(S(=O)(=O)NCC3CCCO3)cc2)CC1 (stereo not given),0.7%,11.5%,6.8%,-2.0%,-6.0%,-1.8,-0.5%,3.3%,i
Cc1ccc(NC(=O)C2CC(=O)NC(Nc3cccc(C)c3)=N2)cc1 (stereo not given),-2.5%,-6.7%,56.8%[activator],8.9%,1.9%,-0.9,-0.8%,5.4%,i
Cc1ccccc1NC(=O)c1ccc(C)c(S(=O)(=O)Nc2ccccn2)c1,-1.5%,-17.6%,8.7%,-11.7%,4.0%,2.0,-0.4%,7.6%,i
COc1ccc2[nH]c(=O)c(CN(Cc3nnnn3Cc3ccc(F)cc3)CC3CCCO3)cc2c1 (stereo not given),2.2%,-0.8%,0.0%,-22.6%,-4.3%,-0.3,-0.7%,1.2%,?
C=C(C)c1cccc(C(C)(C)NC(=O)N2CCN(C/C=C/c3ccccc3)CC2)c1,-7.8%,-22.4%,-2.4%,0.0%,5.8%,-3.6,0.4%,-11.1%,i
COc1ccc(-c2c(C)[nH]n3c(=O)c(Cc4ccccc4)c(C)nc23)cc1,-5.0%,?,?,-44.2%,-5.7%,-0.3,-0.4%,-3.4%,i
CC(=O)Nc1ccc(CN2CCC2(C)C(=O)NC2CCN(Cc3ccccc3)CC2)cc1 (stereo not given),/,/,5.2%,0.7%,1.4%,0.0,-0.3%,-8.1%,i
CCOc1ccc(-c2nnc(-c3ccncc3)o2)cc1,11.8%,?,-2.4%,-24.3%,-0.4%,-1.9,0.3%,-0.2%,i
O=C1CN(C(=O)NCC(=O)N[C@H](C(=O)O)c2ccccc2)c2ccccc2N1,0.0%,-2.4%,-8.1%,0.6%,6.0%,-1.7,0.6%,6.4%,i
COC(=O)C1CCN(CC(=O)NC(=O)NC2CCCCC2)CC1,-3.0%,-13.0%,6.2%,0.7%,9.6%,-3.1,-0.1%,0.3%,i
CC(C)n1cc(CN2CCN(C)C(CCO)C2)c2ccccc21 (stereo not given),0.8%,17.5%,6.9%,0.6%,-5.7%,0.5,0.4%,/,i
CCCCOC(=O)CCCN1C(=O)/C(=C2\SC(=S)N(CCCC(=O)OCCCC)C2=O)SC1=S,-4.8%,4.4%,3.7%,4.4%,-4.5%,0.5,-0.2%,/,i
CCCSc1nnc(-c2ccccc2N)c(=O)[nH]1,-5.7%[1.84 µM],?,-18.9%,-11.2%,3.5%,0.8,0.8%,32.6%[activator],i
O=C(NCc1ccc(F)cc1)C(c1cccnc1)N(C(=O)c1csnn1)c1ccccc1 (stereo not given),0.9%,0.4%,40.3%[activator],12.4%,?,0.8,-1.2%,3.5%,i
CC(C)(C)OC(=O)N1CCC(c2c(C(=O)O)cnn2-c2ccc(Cl)cc2)CC1,-6.8%,0.8%,-5.3%,-3.4%,9.5%,0.8,-0.3%,0.3%,i
CCCCCC(=O)Nc1cccc(C2=NOC3(C2)C[C@@H](C(N)=O)N(C(=O)c2cc([N+](=O)[O-])cc([N+](=O)[O-])c2C)C3)c1 (stereo not given in full),-1.0%,10.7%,?,-5.2%,-0.7%,0.2,0.1%,-19.9%,i
CCN(CC)c1ccc(C=Nc2cccc(S(=O)(=O)N3CCOCC3)c2)c(O)c1,-6.3%,-12.0%,5.2%,-2.6%,1.0%,0.0,-0.5%,-2.8%,?
O=C(O)C1C2C=CC(C2)C1C(=O)NCCc1cccc(Cl)c1 (stereo not given),-3.7%,7.5%,13.5%,7.6%,-18.8%,0.4,0.1%,15.3%,i
Cc1ccc(C)c(N(CC(=O)NCc2ccco2)C(=O)CCC(=O)Nc2ccccn2)c1,-4.5%,-17.1%,?,2.7%,3.3%,-0.5,3.7%,-4.6%,i
CC(=O)c1c(C)[nH]c(C(=O)OCC(=O)N2CC(C)OC(C)C2)c1C (stereo not given),1.4%,-11.1%,-32.8%,-22.5%,-4.0%,-4.2,0.2%,-6.7%,i
CCc1ccccc1NC(=O)COC(=O)c1c(C)nsc1NC,-17.2%,?,-5.0%,-5.4%,4.2%,-0.6,-0.2%,?,i
O=C(Nc1cccc(O)c1)c1ccc(S(=O)(=O)N2CCCCCC2)cc1,-4.7%,?,-8.3%,-1.9%,11.5%,-1.6,3.7%,17.5%,i
COc1cc(CCC(=O)OCC(=O)N2CCc3ccccc32)cc(OC)c1OC,5.2%,2.7%,-5.7%,2.8%,2.7%,3.2,-0.5%,4.4%,i
Cc1ccnc(Nc2nc(-c3ccc(O)cc3O)cs2)c1,-11.1%,-15.1%,11.2µM*,11.2µM*,16.0%,0.4,28.8%,-33.5%,?
CCN(C(=O)CSc1nc2ccccc2n1Cc1ccccc1C#N)c1ccccc1,-2.0%,/,1.4%,-1.2%,/,/,-0.8%,3.3%,i
O=C(NCc1ccccc1)C(c1ccc(O)cc1)N(C(=O)c1cnccn1)c1ccccc1 (stereo not given),1.6%,0.7%,33.6%[activator],6.8%,6.2%,2.1,-1.6%,-0.6%,i
Cc1ccc(S(=O)(=O)NN=C2CC(C)(C)OC2(C)C)cc1,/,/,-8.6%,-11.8%,1.8%,-1.8,-1.1%,/,i
